# Bioassay records (PubChem)
# p97 inhibitor: inhibitors of human p97 ATPase, primary screen, biochemical. recombinant p97 ATPase, Kinase-Glo ATP luminescence, 3 h. inhibition, % at 8 µM. 220,000 compounds, 0.42% hits; in the data active = inhibition above about 15%;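 also: 0% = DMSO vehicle and 100% = wells lacking enzyme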
# RBBP9 inhibitor: human RBBP9 inhibitors, primary screen, biochemical, fluorescence polarization, FP-Rh probe, HTS. recombinant RBBP9. Serine hydrolase RBBP9 (Homo sapiens), O75884. 220,000 compounds, 0.2% hits. inhibition, % at 7.94 µM. AID 1515, 2009;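 active = inhibition above the campaign mean of all tested compounds plus 3 SD, cut at about 14% in these data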;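 also: plate controls were DMSO wells with RBBP9 for no effect and wells lacking RBBP9 protein for full effect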
#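 system = RBBP9 protein | input = RBBP9 at 2.5 µM in dispensed solution, before mixing | measured by = fluorescence polarization (mP), excitation 525 nm, emission 598 nm | incubation = enzyme-compound preincubation 30 min, then probe labeling 45 min, 25 °C | buffer or medium = Tris-NaCl-Pluronic buffer, pH 8.0 | compound = single dose 7.94 µM | also added = FP-Rh probe, 375 nM dispensing solution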
# Furin inh: human furin inhibitors, primary screen, biochemical, fluorescence intensity; purified furin, fluorogenic substrate cleavage; inhibition, % at 30 µM; 220,000 compounds, 0.061% hits; AID 463115, 2010; in the data active = inhibition above about 25%; also: inactives centre near -15
# Target sequence (P09958 108-714 limits assumed): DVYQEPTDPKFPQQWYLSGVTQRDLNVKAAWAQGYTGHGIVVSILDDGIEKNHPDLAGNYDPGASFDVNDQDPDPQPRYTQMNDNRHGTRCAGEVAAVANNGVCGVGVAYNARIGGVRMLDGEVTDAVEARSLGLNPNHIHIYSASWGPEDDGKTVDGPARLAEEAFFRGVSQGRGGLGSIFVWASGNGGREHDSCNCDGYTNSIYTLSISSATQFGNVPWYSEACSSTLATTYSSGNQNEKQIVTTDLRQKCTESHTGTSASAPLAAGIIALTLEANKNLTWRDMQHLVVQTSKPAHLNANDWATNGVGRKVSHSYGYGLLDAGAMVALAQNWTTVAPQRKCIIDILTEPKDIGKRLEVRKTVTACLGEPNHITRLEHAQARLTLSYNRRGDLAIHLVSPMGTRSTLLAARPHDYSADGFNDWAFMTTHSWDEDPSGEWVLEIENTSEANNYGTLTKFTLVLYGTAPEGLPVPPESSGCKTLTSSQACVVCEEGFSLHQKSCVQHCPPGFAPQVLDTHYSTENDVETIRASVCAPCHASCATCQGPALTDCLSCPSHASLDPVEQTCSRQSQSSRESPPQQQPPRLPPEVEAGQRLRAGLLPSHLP
# EBV gp42 inh: Epstein-Barr virus gp42 inhibitors, primary screen, biochemical, uHTS, fluorescence polarization; Glycoprotein 42 (Epstein-Barr virus (strain AG876)), Q1HVG2; AID 1085, 2008; 220,000 compounds, 0.42% hits; inhibition, % (tested at 21.74 µM); Fluorescence polarization binding assay, mP read-out; in the data active = inhibition above about 50%
# Runt-CBFb FRET: inhibitors of RUNX1 Runt–CBFb binding, primary screen, biochemical, FRET, Cerulean-Runt, Venus-CBFb, uHTS; Runt-related transcription factor 1 (Homo sapiens) + Core-binding factor subunit beta …; Cerulean-Runt/Venus-CBFb FRET ratio 530/480, 1 h; inhibition, % at 20 µM; 220,000 compounds, 0.46% hits; AID 1496, 2009;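 active = inhibition over about 50% at 20 µM in the single-dose screen, limit read from the data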;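 also: 0% = DMSO wells and 100% = excess unlabeled CBFb competitor control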
#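 Doses: 20 µM compound in 1% DMSO | Material: Cerulean-labeled Runt domain protein | Amount: Each fluorescent fusion protein 100 nM | Schedule: Two 1 h room-temperature incubations shielded from light | Measured by: FRET fluorescence | Evaluation: Loss of energy transfer signal | Controls: Unlabeled CBFb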
# m-calpain inh: inhibitors of pig calpain II, primary screen, biochemical, fluorogenic peptide substrate, 1536-well; purified calpain II, 30 min; inhibition, % at 16 µM; 220,000 compounds, 0.37% hits; AID 1236, 2008;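 active = inhibition above about 50%, limit read from the data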
# Tb hexokinase: Trypanosoma brucei hexokinase 1 inhibitors, primary screen, biochemical, G6PDH-coupled NADH absorbance, MLSCN library; hexokinase 1 [Trypanosoma brucei]; recombinant TbHK1, G6PDH-coupled NADH A340; inhibition, % at 10 µM; 220,000 compounds, 0.11% hits;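 active = inhibition of 50% or more in the single-dose primary screen; inactive = inhibition below 50%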
# NCF1 inh: p47phox/p22phox peptide binding inhibitors, primary screen, biochemical, uHTS, NADPH oxidase regulatory subunit; Neutrophil cytosol factor 1 (Homo sapiens), P14598; fluorescence polarization, 2 h; inhibition, % at 24.7 µM; 220,000 compounds, 0.53% hits;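 active = inhibition above about 30%, limit read from the data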;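 also: 0% = p47phox with labelled peptide and 100% = labelled peptide alone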
# Target sequence (P14598 whole entry, looked up): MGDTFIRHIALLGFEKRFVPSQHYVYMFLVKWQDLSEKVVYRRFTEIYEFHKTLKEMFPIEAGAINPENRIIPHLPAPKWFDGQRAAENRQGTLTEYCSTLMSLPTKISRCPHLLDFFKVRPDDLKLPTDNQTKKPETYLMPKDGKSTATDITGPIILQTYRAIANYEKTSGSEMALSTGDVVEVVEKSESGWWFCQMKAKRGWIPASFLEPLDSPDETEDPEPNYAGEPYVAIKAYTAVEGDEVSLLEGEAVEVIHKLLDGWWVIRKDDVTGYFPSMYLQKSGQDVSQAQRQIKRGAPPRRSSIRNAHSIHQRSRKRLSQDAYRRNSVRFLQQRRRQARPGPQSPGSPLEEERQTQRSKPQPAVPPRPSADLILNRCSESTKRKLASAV
# Runt-SMMHC FRET: inhibitors of RUNX1 Runt–CBFb-SMMHC binding, primary screen, biochemical, FRET, Cerulean-Runt, Venus-CBFb-SMMHC, uHTS; Cerulean-Runt/Venus-CBFb-SMMHC FRET ratio 530/480, 1 h; inhibition, % at 20 µM; 220,000 compounds, 0.74% hits;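 active = mean inhibition across duplicate retests at 20 µM reaching about 50%, limit read from the data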;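 also: 0% = DMSO wells and 100% = wells with excess untagged CBFb-SMMHC; inhibitors lower the FRET ratio by blocking Runt binding to CBFb-SMMHC; some results filed as inactive read as strong as hits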
# Active calls of the source: *; i = inactive; . = not tested or not shown; [ ] = another dose, or the depositor's remark. Compounds as they come; overall some 2.7% were active at least once.
SMILES,p97 inhibitor,RBBP9 inhibitor,Furin inh,EBV gp42 inh,Runt-CBFb FRET,m-calpain inh,Tb hexokinase,NCF1 inh,Runt-SMMHC FRET
O=C(c1cccc(Cl)c1)N1CCN(Cc2ccncc2)CC1,0,-2,-21,-25,-2,-2,0,-1,1
CCc1cc2cc3c(cc2nc1SCC(=O)Nc1nnc(C)s1)OCCO3,-3,1,-12[20 µM],-8,1,7,-9,-11,-2
CCCC[C@@H]1CNC(=S)N1CCCC,-1,-1,-32,-5,-1,1,-4,-6,0
Nc1cc(OCC(F)(F)F)cc([N+](=O)[O-])c1,-1,-8,-17,-6,0,-3,-19,-2,8
COc1ccc(-n2nc3cc(C)c(NC(C)=O)cc3n2)cc1,5,-6,-40,5,0,i,-24,3,-1
COCCNc1c(-c2cc3ccc(C)c(C)c3[nH]c2=O)nc2ccccn12,4,-6,-16,-20,8,14,-19,4,0
CCCn1c(=N)n(CC(O)COc2ccc(C)cc2)c2ccccc21 (centres undefined),0,0,-12,0,-1,-17,9,-7,-2
COc1ccccc1C(=O)N(CN1CCCC1=O)c1cccc(Cl)c1,-4,-1,-11[20 µM],-3,0,11,1,-7,-7
CC(=O)Nc1ccc(C(=S)NCCCO)cc1,3,-6,-18,-6,1,-19,-9,-4,-6
Cc1noc(C)c1C(=O)NCc1ccccc1Br,2,-2,-32,-13,3,-4,2,-9,0
COc1cc(-c2onc3ccc(Br)cc23)cc(OC)c1OC,-2,-5,-17,9,67*,-56,-6,-3,111*
Cc1ccccc1NC(=O)Nc1ccccc1Br,1,-1,3[20 µM],4,2,21,2,-3,3
CC(C)OC(=O)CC1C(=O)NCCN1C(=S)NC(=O)c1ccccc1 (centres undefined),5,3,-19,-1,2,-9,-5,-20,-3
CCOC(=O)c1nc(NCc2ccccc2C)c2ccccc2n1,2,2,-13,-2,-2,-16,-8,8,1
CC(C)CCn1c(N2CCOCC2)nc2c1c(=O)n(CC(N)=O)c(=O)n2C,-1,-2,-14,3,2,3,7,-3,-1
CCOC(=O)c1c(NC(=O)C2CC=CCC2C(=O)O)sc(C)c1CC (centres undefined),-3,-6,-12,11,-1,-17,-3,-11,-2
Cn1ncc(Br)c1C(=O)Nc1cccc(C(F)(F)F)c1,-4,0,-20,2,0,-14,8,4,2
COC(=O)Nc1ncc(CN2C(=O)c3ccccc3C2=O)s1,-2,-7,-13[20 µM],-12,-1,-10,1,-7,-2
O=C(CSc1nnc(CNc2ccc(Cl)cc2)o1)Nc1nc2ccccc2s1,1,-5,-14,-4,-2,16,-14,-36,0
Fc1ccccc1-c1nc(-c2ccc(Cl)cc2)no1,-8,-11,-1[20 µM],.,.,.,5,.,.
CCC(C)NCCOCCOc1ccc(Cl)cc1Br (centres undefined),0,4,-13,-3,11,16,-4,-11,0
Cc1cc(C)c2c(n1)sc1c(=O)n(CC(=O)c3ccccc3)cnc12,-2,-5,-17,-2,1,-16,-16,8,0
c1ccc2oc(-c3ccn[nH]3)cc2c1,4,10,-18,-12,3,11,-10,-12,-6
CCOC(=O)N/N=C/c1ccccc1OCc1ccc(Cl)cc1,-4,-8,-5,17,-3,20,-2,-11,-3
Cc1ccc(Cn2c(=O)c3c(nc4n3CCN4Cc3ccco3)n(C)c2=O)cc1,-2,-4,-11,13,-1,12,-1,0,-1
Cc1ccc(S(=O)(=O)Nc2c(C)n(C)n(-c3ccccc3)c2=O)cc1C(=O)NCc1ccccn1,4,-11,-17,-4,0,-35,2,-10,2
Cn1cc(S(=O)(=O)c2ccccc2)n(C)c1=O,1,-2,-19,0,1,3,-8,7,3
COc1ccc(NC(=S)Nc2ccccc2F)c(OC)c1,1,-6,-30[20 µM],2,3,-45,7,-12,7
Cc1ccc(-n2c(C)cc(/C=c3/sc4nc5ccccc5n4c3=O)c2C)cc1,5,-2,-14[20 µM],-29,11,-7,-4,-51,1
COc1cccc(NC(=O)c2ccc(-c3ccc([N+](=O)[O-])cc3)o2)c1,-8,-11,0,-21,.,24,-4,-27,.
COc1cccc(/C=C/C(=O)OCC(=O)Nc2ccc(Cl)c(S(=O)(=O)N(C)C)c2)c1,-1,-14,3,5,2,-26,1,-22,0
CC(/C=C/c1ccccc1)=N\NC(=O)Cn1nc(C)cc1C,0,6,-19,-10,1,-4,-12,16,-5
Cc1ccc(S(=O)(=O)C2(C(=O)O)CCCC2)cc1C,4,6,-7,-6,-1,-1,-6,-6,2
COc1ccc2nc(NC(=O)C3CCN(S(=O)(=O)c4cccnc4)CC3)sc2c1,1,0,-4,-3,1,-6,-9,-24,3
Cc1cccc(CSc2nc3[nH]ncc3c(=O)[nH]2)c1,0,-8,-20,-23,1,-24,6,-6,-2
COc1ccccc1C(=O)N/N=C/c1ccc(Cl)s1,1,-4,13,-6,-2,7,-49,-2,-4
CC12CCC(C(=O)NCc3ccc4c(c3)OCO4)(CC1=O)C2(C)C (centres undefined),-5,-13,-13[20 µM],-2,-3,-3,3,-1,2
COc1ccc(NC(=S)NCc2cccnc2)cc1OC,2,1,-29,-3,0,-27,5,-4,0
COc1ccc(N2CCN(CCNC(=O)CCS(=O)(=O)c3cccc4nsnc34)CC2)cc1,2,5,-15,-12,0,11,-9,-6,0
CCS(=O)(=O)N1CCCC(C(=O)NCCc2ccc(OC)c(OC)c2)C1 (centres undefined),3,0,-12[20 µM],2,-1,1,-6,-8,-4
CCOC(=O)c1cc2c(s1)-c1ccccc1CC2,1,4,-12[20 µM],-12,-1,-305,2,-2,-3
COC(=O)C(CCCCNC(=O)c1ccc([N+](=O)[O-])cc1)NC(=O)c1ccc([N+](=O)[O-])cc1 (centres undefined),0,-2,-16,3,-1,23,-2,-4,1
CCCCCCN1CC(O)=C(c2ccccc2)C1=N,0,4,-21[20 µM],-1,1,12,21,-7,-1
Cc1cc(C)c2c3c(sc2n1)C(c1cccc(F)c1)C(C#N)=C(N)O3 (centres undefined),0,2,-13[20 µM],-39,90*,21,0,-8,62*
CCNc1nc(NC(C)C)nc(N2CC(=O)N(CC(=O)OCC)C2=N)n1,1,-9,-32,5,-2,0,0,-11,2
Cc1ccnc(NS(=O)(=O)c2ccc(NC(=O)c3ccc(C)o3)cc2)n1,5,-3,-28[20 µM],2,0,18,-8,-2,2
O=C(NCCc1ccccc1)C1CCCN(S(=O)(=O)c2cccc3nonc23)C1 (centres undefined),-4,-4,-14[20 µM],-6,1,-40,-7,28,1
Cc1ccc(Nc2cc(C)nc(-c3ccccc3O)n2)cc1,3,-9,-6[20 µM],2,0,-426,-10,-18,3
Cc1sc2ncn(/N=C/c3ccco3)c(=O)c2c1C,-2,-5,-14,-5,0,0,-32,-7,3
Cc1nc2ccccc2cc1OCc1ccc(F)cc1,-3,-8,-17[20 µM],-10,-3,20,-1,7,-2
COc1c(C)cc(Br)cc1C(=O)Nc1ccc(Cc2ccncc2)cc1,2,-5,-20,1,-9,11,-1,-14,-7
Cn1nc(C(C)(C)C)cc1C(=O)NCc1ccc(N2CCCC2=O)cc1,0,-5,-19,-15,0,-7,0,-18,1
CCOC(=O)C1(C)NC(c2ccc(N(C)C)cc2)C2C(=O)N(CC)C(=O)C21 (centres undefined),1,-4,-9,-11,3,21,3,0,1
CCOC(=O)C1=C(C)NC2=C(C(=O)CC(C)(C)C2)C1c1ccsc1 (centres undefined),-1,-2,-8[20 µM],-19,17,-107,-6,3,39
OC(COc1ccccc1Cl)CN1CCN(CC(O)COc2ccccc2Cl)CC1 (centres undefined),1,-6,-22,-2,-2,-21,-5,-10,-1
CCCCCCn1c(N2CCN(c3ccccc3)CC2)nc2c1c(=O)n(C)c(=O)n2C,-8,-1,-3,-1,-7,-2,12,-11,-15
COCC(=O)Nc1nnc(Cc2ccc(OC)c(OC)c2)s1,8,-4,-15,-25,0,-10,35,-7,-8
COc1cc(-c2c(C#N)c(N)nc3c2CCCC3)cc(OC)c1OC,0,3,-26[20 µM],-15,-1,3,-14,-1,4
CC(C)(C)n1nnnc1C(c1cccs1)N1CCCc2ccccc21 (centres undefined),-1,-2,-12,-16,1,22,9,-14,1
Cc1ccccc1N(CC(=O)N/N=C/c1ccc(N(C)C)cc1)C(=O)c1ccccc1,2,5,-10[20 µM],-26,9,i,-36,-122,4

# One compound at a time, as listed above. Order of values: p97 inhibitor | RBBP9 inhibitor | Furin inh | EBV gp42 inh | Runt-CBFb FRET | m-calpain inh | Tb hexokinase | NCF1 inh | Runt-SMMHC FRET
# Cn1nc(C(C)(C)C)cc1C(=O)NCc1ccc(N2CCCC2=O)cc1 is entered as 0 | -5 | -19 | -15 | 0 | -7 | 0 | -18 | 1
# COC(=O)C(CCCCNC(=O)c1ccc([N+](=O)[O-])cc1)NC(=O)c1ccc([N+](=O)[O-])cc1 (centres undefined) is entered as 0 | -2 | -16 | 3 | -1 | 23 | -2 | -4 | 1

# In the list so far, these contain a tert-butyl group:
SMILES,p97 inhibitor,RBBP9 inhibitor,Furin inh,EBV gp42 inh,Runt-CBFb FRET,m-calpain inh,Tb hexokinase,NCF1 inh,Runt-SMMHC FRET
Cn1nc(C(C)(C)C)cc1C(=O)NCc1ccc(N2CCCC2=O)cc1,0,-5,-19,-15,0,-7,0,-18,1
CC(C)(C)n1nnnc1C(c1cccs1)N1CCCc2ccccc21 (centres undefined),-1,-2,-12,-16,1,22,9,-14,1

# Next entries follow.
SMILES,p97 inhibitor,RBBP9 inhibitor,Furin inh,EBV gp42 inh,Runt-CBFb FRET,m-calpain inh,Tb hexokinase,NCF1 inh,Runt-SMMHC FRET
CC(C)c1nc2c(c(=O)n(C)c(=O)n2C)n1C,-1,-3,-21,-8,1,11,-2,-1,-2
Clc1ccc(-c2csc(=Nc3cccnc3)n2CCCn2ccnc2)cc1Cl,-6,-13,-14,-8,-2,32,-4,1,2
Cc1ccc2oc3c(c(=O)c2c1)C(c1cccc(Br)c1)N(Cc1ccco1)C3=O (centres undefined),-4,-2,-4,-9,-4,-29,-13,5,-3
COc1cccc(C2CC(c3ccccc3Cl)Nc3nc(N)nn32)c1 (centres undefined),2,7,-11[20 µM],-3,-8,-22,-1,-4,-3
COC(=O)[C@@H]1C[C@H]2CC[C@H](O)C[C@H]2N1Cc1ccccc1OS(=O)(=O)c1ccc(C)cc1,.,.,-20,-28,1,14,-11,-90,-3
Oc1[nH]c2ccc(Br)cc2c1N=NC(=S)N1CCOCC1,5,-4,12,-14,19,17,-13,-18,11
CCOCCCNC(=O)NC12CC3CC(CC(C3)C1)C2,2,-6,-10,-8,-2,9,3,-6,1
Cn1nnnc1SCC(=O)N1c2ccccc2Sc2ccccc21,4,-8,-11,-13,0,18,4,-1,0
CCOC(=O)c1cc(CC)sc1NC(=O)c1ccc2c(c1)OCCO2,-3,-15,-7[20 µM],6,-2,-15,-10,-2,-3
